Screening data: PubChem, Sanford-Burnham Center for Chemical Genomics
mIAP act: mouse IAP activation; muIAP, CDP-Star luminescence, 30 min; hits give high values; 1 = vehicle-only enzyme signal, 0 = enzyme-free wells; activation factor at 10 µM; hit rate 0.24% among 330,000; AID 2805;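 active means activation factor of at least 2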; further: the source names both 10 and 20 µM as test concentration; values of inactives mirror those of a sister screen read the other way
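System: mouse IAP enzyme. Reagent: CDP-Star chemiluminescent phosphatase substrate. Benchmarks: DMSO wells, no-enzyme wells. Times: 30 min enzyme-substrate-compound incubation at room temperature. Detection: luminescence from enzymatic CDP-Star hydrolysis. Doses: test compounds delivered from DMSO solution.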
A3A deaminase: human APOBEC3A DNA deaminase inhibition; AID 493011; hit rate 0.41% among 330,000; recombinant A3A, FAM/TAMRA ssDNA deamination fluorescence; inhibition, % at 20 µM; P31941;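 active means at least 40% inhibition at 20 µM here, with at most 30% in a related deaminase screen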;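 further: plate controls were A3A with DMSO for no effect and wells lacking A3A enzyme for full effect; some results filed as inactive read as strong as hits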
mIAP inh: blocks mouse intestinal alkaline phosphatase | purified mouse IAP, CDP-Star luminescence, 30 min | inhibition, % at 10 µM | hit rate 0.2% among 330,000 | AID 2806;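 active means inhibition of at least 40% at 10 µM in the primary screen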;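 further: plate controls were DMSO with enzyme for no effect and no enzyme wells for full effect; values of inactives mirror those of a sister screen read the other way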
PfG6PD inh: PfG6PD (Plasmodium falciparum) enzyme inhibition; inhibition, % at 20 µM; PfGluPho enzyme, NADPH resazurin-diaphorase fluorescence; AID 504690; hit rate 0.78% among 350,000;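 active means inhibition reaching at least a set limit at 20 µM in the primary screen, cut at about 59% in these data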;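 further: 0% = DMSO wells with substrate and 100% = DMSO wells lacking glucose-6-phosphate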
ATG4B inhibitor: blocks human ATG4B protease cleavage of LC3 substrate | Q9Y4P1 | ATG4B cleavage of LC3-PLA2, NBD-HPC fluorescence, 1 h | inhibition, % at 8.33 µM | hit rate 0.51% among 340,000; in the data active means inhibition above about 40%
Target sequence (Q9Y4P1 whole entry, looked up): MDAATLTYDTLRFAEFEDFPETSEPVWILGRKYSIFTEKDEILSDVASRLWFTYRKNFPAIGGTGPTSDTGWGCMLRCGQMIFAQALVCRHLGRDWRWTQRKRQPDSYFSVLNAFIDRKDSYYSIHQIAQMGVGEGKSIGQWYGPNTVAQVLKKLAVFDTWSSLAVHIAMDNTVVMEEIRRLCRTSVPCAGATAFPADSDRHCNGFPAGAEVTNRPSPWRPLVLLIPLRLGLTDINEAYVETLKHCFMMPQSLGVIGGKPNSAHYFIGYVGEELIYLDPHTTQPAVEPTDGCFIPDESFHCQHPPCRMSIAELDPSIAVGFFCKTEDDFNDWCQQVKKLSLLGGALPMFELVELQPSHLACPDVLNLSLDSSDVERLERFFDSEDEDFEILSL
hIAP act: increases human intestinal alkaline phosphatase activity; AID 2524; activation factor at 10 µM; hit rate 0.16% among 330,000; P09923; purified human IAP, CDP-Star luminescence, 30 min; hits give high values; 1 = vehicle-only enzyme, 0 = enzyme-free background;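 active means activation factor of the enzyme at least 2-fold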; further: the source names both 10 and 20 µM as test concentration; values of inactives mirror those of a sister screen read the other way
Target sequence (P09923 whole entry, looked up): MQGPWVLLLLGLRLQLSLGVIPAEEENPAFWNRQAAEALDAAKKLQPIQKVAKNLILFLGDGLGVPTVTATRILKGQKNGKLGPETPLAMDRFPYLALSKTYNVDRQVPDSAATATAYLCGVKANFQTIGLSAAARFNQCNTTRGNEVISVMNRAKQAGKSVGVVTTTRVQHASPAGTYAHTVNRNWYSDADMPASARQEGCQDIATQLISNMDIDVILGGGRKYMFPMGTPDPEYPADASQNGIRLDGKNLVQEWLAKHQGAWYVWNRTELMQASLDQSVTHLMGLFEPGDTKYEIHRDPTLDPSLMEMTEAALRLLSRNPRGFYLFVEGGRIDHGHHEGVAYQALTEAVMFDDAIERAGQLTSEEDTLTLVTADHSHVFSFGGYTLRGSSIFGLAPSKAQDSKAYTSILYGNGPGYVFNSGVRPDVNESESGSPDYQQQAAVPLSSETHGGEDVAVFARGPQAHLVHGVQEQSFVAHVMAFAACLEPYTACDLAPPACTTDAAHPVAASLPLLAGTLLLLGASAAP
HKDC1 inh: inhibitors of human hexokinase HKDC1. Q2TB90. recombinant HKDC1, G6PDH/diaphorase resazurin coupled fluorescence. inhibition, % at 20 µM. hit rate 0.16% among 340,000. AID 493160;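 active means inhibition above about 35% when tested at 20 µM, limit read from the data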;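 further: plate controls were DMSO wells with enzyme for no effect and DMSO wells lacking enzyme for full effect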
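test system = in-house recombinant HK5 (HKDC1) enzyme | amount = HKDC1 at 5 µg/mL | control set = DMSO-enzyme wells negative, buffer-substituted wells positive | compound = one dose of 20 µM, 1% DMSO | schedule = reaction time 90 min, room temperature, protected from light | technique = resorufin fluorescence at 613 nm | reagent = glucose with 1 mM ATP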
hIAP block: blocks human intestinal alkaline phosphatase; hit rate 0.12% among 330,000; P09923; inhibition, % at 10 µM; AID 2544; purified IAP, CDP-Star luminescence, 30 min;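 active means inhibition reaching a set limit with compound at 10 µM in the primary screen, cut at about 35% in these data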;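 further: plate controls were DMSO wells with enzyme for no effect and no-enzyme buffer wells for full effect; values of inactives mirror those of a sister screen read the other way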
Active calls of the source: *; . = not tested or not shown.

SMILES,mIAP act,A3A deaminase,mIAP inh,PfG6PD inh,ATG4B inhibitor,hIAP act,HKDC1 inh,hIAP block
CC(C)OCCCNC(=O)C(=O)NCCCOC(C)C,1,7,-3,-16,-6,0.99,1,1
CC1(c2ccccc2)CC(c2ccccc2)=Nc2nonc2N1 (configuration not stated),0.94,2,6,10,3,1.1,-1,-7
COc1cc(OC)c(NC(=O)C(=O)CC(=O)c2ccc(C)cc2C)cc1Cl,0.96,6,4,-8,5,0.96,1,4
CCc1cccc2c(SCC(=O)NCC3CCCO3)nc(-c3ccc(F)cc3)nc12 (configuration not stated),0.93,1,7,-18,0,0.92,-6,8
Cc1cc([N+](=O)[O-])ccc1NC(=O)c1csc(C)c1C,1,-2,-3,17,1,0.98,4,2
CCN1C(=O)[C@H]2[C@@H](c3ccc(-c4ccc(Cl)c(Cl)c4)cc3)N[C@@](CC(C)C)(C(=O)OC)[C@H]2C1=O,0.96,0,4,11,7,0.87,0,13
O=C(Nc1ccc(Nc2ccccc2)cc1)c1ccco1,1.1,-1,-5,16,0,0.93,6,8
CCCCc1ccc(NC(=O)CN2NS(=O)(=O)c3ccccc3C2=O)cc1,0.99,-1,1,-21,3,1.8,2,-83
CCN(C(=O)Cc1cccs1)c1nnc(-c2cc(OC)c(OC)c(OC)c2)s1,0.92,1,8,9,-6,0.91,-2,9
O=C(CCc1ccccc1)NC(NC(=S)Nc1cccc(Cl)c1)C(Cl)(Cl)Cl (configuration not stated),1.2,-2,-17,-6,-4,0.98,16,2
COc1ccc(CN(C(=O)c2ccc(C)cc2)C2CCS(=O)(=O)C2)cc1 (configuration not stated),0.89,-6,11,6,-11,1.1,-7,-7
CCCOc1ccc(OCCN2CCCC(C)C2)cc1 (configuration not stated),1.1,-1,-5,-3,-4,1.2,-4,-17
CCn1c(CC(=O)Nc2ccc(F)cc2)nnc1SCC(=O)NC1=NCCS1,0.92,-7,8,-9,2,1,-2,-1
CC1(C)CC(=O)C(C(=O)/C=C/c2ccco2)C(=O)C1,0.87,4,13,14,-11,0.98,-5,2
Fc1ccccc1CNC(=S)Nc1ccc(Cl)cc1,2.4*,-2,-142,2,23,1,-6,-4
COc1ccc2c(C)c(CC(=O)N3CCN(C(=O)C4COc5ccccc5O4)CC3)c(=O)oc2c1 (configuration not stated),0.98,0,2,-14,-3,1.1,-5,-7
CC(=O)Nc1nc2c(C)c(Cl)ccc2s1,0.99,2,1,-2,-10,1.2,-6,-19
Cc1cc(=O)oc2cc(OCC(=O)N3CCCc4ccccc43)ccc12,0.91,-3,9,2,-9,0.92,-1,8
CCCCNC(=O)c1c(N)n(/N=C/c2ccccn2)c2nc3ccccc3nc12,0.82,-1,18,.,.,1,.,0
CCN(CC)C1=CC(=[N+]2CCCC2)CC(C)(C)C1,0.95,54,5,-2,-2,0.92,-12,8
COc1ccccc1NC(=O)c1ccc2c(c1)N(CC(=O)NC(C)(C)C)C(=O)C(C)(C)O2,1,-3,-5,-2,2,1.1,-6,-11
COc1c2c(nc3ccccc13)OC(C(C)(O)COC(C)=O)C2 (configuration not stated),1.1,0,-7,-5,-9,1.2,-12,-17
COc1ccc(S(=O)(=O)N2CCC(C(=O)N[C@H](C(=O)N3CCCCCC3)C(C)C)CC2)cc1,0.94,-6,6,7,-9,1.1,0,-7
O=C(c1ccc(COCC(F)(F)F)o1)N1CCCCCC1,0.96,0,4,-18,-1,1,-11,-4

Pulled by structure from the list above, three records:
SMILES,mIAP act,A3A deaminase,mIAP inh,PfG6PD inh,ATG4B inhibitor,hIAP act,HKDC1 inh,hIAP block
CC1(c2ccccc2)CC(c2ccccc2)=Nc2nonc2N1 (configuration not stated),0.94,2,6,10,3,1.1,-1,-7
CCCCc1ccc(NC(=O)CN2NS(=O)(=O)c3ccccc3C2=O)cc1,0.99,-1,1,-21,3,1.8,2,-83
CCCOc1ccc(OCCN2CCCC(C)C2)cc1 (configuration not stated),1.1,-1,-5,-3,-4,1.2,-4,-17

Going on with the list.
SMILES,mIAP act,A3A deaminase,mIAP inh,PfG6PD inh,ATG4B inhibitor,hIAP act,HKDC1 inh,hIAP block
CN(CC(O)COCc1cccs1)C1CCCCC1 (configuration not stated),1.1,-1,-11,-1,-8,1,-10,-4
COc1ccc(OC)c(NC(=O)C2CC(=O)N(CCc3ccccc3)C2)c1 (configuration not stated),0.98,3,2,5,-5,1.1,0,-13
COc1ccc(-c2cc3c(=O)n(CC(=O)Nc4ccc(C(C)=O)cc4)ncn3n2)cc1,0.9,-2,10,-8,1,1,-6,0
CC(C)CNC(=S)N(CCCN(C)C)Cc1cc2cc3c(cc2[nH]c1=O)OCCO3,1,-9,-2,4,-11,1,-3,-1
O=C(OCC(=O)c1ccc(Cl)s1)c1ccc2ccccc2n1,1,5,0,-3,15,0.77,-1,23
Cc1cc(C)n2nc(CC(=O)NC3CCCC(C)C3C)nc2n1 (configuration not stated),1,-1,-4,-7,0,1.1,-11,-11
CCOc1ccc(S(=O)(=O)NC2CC2)cc1,0.99,-3,1,-12,10,1.2,0,-25
C=CCOc1ccc(/C=N\NC(N)=S)cc1,0.99,-2,1,0,-11,1,-7,-1
Cc1ccc(N=C2NC(=O)CS2)c(C)c1,0.96,2,4,-19,8,1.1,-8,-14
CC(C)Oc1ccc(CNC(=O)Oc2ccccc2)cc1,1.1,-8,-6,-1,-6,1,-3,0
O=C(NC(=S)Nc1ccccc1Cl)C1CC1,0.99,-6,1,12,-1,1.2,-3,-21
CCOC(=O)c1c(C)[nH]c(C(=O)OC(C)C(=O)NCc2ccccc2)c1C (configuration not stated),1.1,4,-14,-8,-2,1,-2,-4
Cc1ccc(C)c(NC(=O)c2ccc3nccnc3c2)c1,1.1,1,-14,0,-3,1.1,-6,-15
O=C(CN1CCN(S(=O)(=O)c2ccccc2)CC1)Nc1ccnn1C1CCCC1,0.82,-1,18,-3,-2,0.98,2,2
O=C(NC(=S)Nc1ccccc1C(=O)O)c1cncc(Br)c1,0.9,41*,10,55,-10,0.9,-9,10
CC(=O)NC(=S)Nc1ccc2oc(=O)ccc2c1,1,-4,-2,-8,5,0.86,2,14
COCCN(Cc1cccs1)S(=O)(=O)c1ccc(-c2ccc(=O)[nH]n2)s1,1.1,0,-10,1,-7,1.2,-1,-16
CN(C)c1ccc(N=Cc2nc(-c3ccccc3)oc2O)cc1,0.82,-3,18,31,-14,0.87,-2,13
Cc1cc(C)nc(SCc2cn3cc(Cl)ccc3n2)n1,0.92,-4,8,10,-9,0.96,-15,4
Cc1cccc2nc(COc3ccc(-c4ccccc4)cc3)cn12,0.97,5,3,.,.,0.95,.,5
COc1ccc2nc(COC(=O)c3cccc([N+](=O)[O-])c3)c(C(C)=O)[n+]([O-])c2c1,1,3,-3,-1,0,1.1,2,-14
CN(C)c1ccc(C(=O)C(O)c2ccc(C(C)(C)C)cc2)cc1 (configuration not stated),1,2,0,6,-7,1,-5,-1
CC(=O)Nc1ccc(S(=O)(=O)N2CCC(NC(C)=O)(c3cccc(F)c3)CC2)cc1,0.98,-2,2,-21,-1,1,-5,-2
COCCNC(=O)CSc1nc2ccc(N3CCOCC3)cc2c(=O)n1Cc1ccc(OC)cc1,0.91,5,9,20,-4,1.1,11,-11
FC(F)(F)c1nnc2ccc(N3CCN(c4ccccc4)CC3)nn12,1,-4,0,-10,-4,1.3,-9,-30
CC(NC(=O)c1ccc(N)cc1)c1ccccc1 (configuration not stated),1.1,-9,-12,-4,-7,1,0,-4
COc1ccc(S(=O)(=O)N(C)C[C@H]2Oc3c(NC(=O)Cc4ccccc4)cccc3C(=O)N([C@H](C)CO)C[C@@H]2C)cc1,1.1,-2,-9,-4,-17,1,-6,-2
COCCCn1nnnc1SCC(=O)N1CCN(C(=O)c2ccco2)CC1,1.1,2,-14,-11,-4,1.2,1,-15
COc1ccccc1N1CCN(S(=O)(=O)c2c(C)[nH]c(C)c2C(=O)N2CCCCC2)CC1,0.93,-3,7,-2,-1,1.2,3,-21
CCN(Cc1ccccc1)C(=O)CCc1nnc(CCCc2ccccc2)o1,1,2,-4,-11,7,1.1,3,-9
COc1ccc(-c2nc(C#N)c(NCc3ccccc3Cl)o2)cc1OC,1.1,0,-10,-10,2,0.8,3,20
CC(=O)c1cc(-c2ccccc2)n(CC(=O)N2CCC(C)CC2)c1C,1,4,0,-12,2,0.98,0,2
CC(C)CNC(=O)c1cccc(NC(=O)C(C)Oc2ccccc2)c1 (configuration not stated),1.1,5,-8,14,-8,1.1,-10,-5
CCn1ccnc1CN(C)C(=O)c1cc(COc2c(F)cccc2F)on1,1,-4,-4,-2,13,0.99,-11,1
O=C(CN(C(=O)CCC(=O)Nc1nccs1)c1ccccc1F)NCCc1ccccc1,0.99,-3,1,-2,-11,1,-7,-2
Cc1ccc2nc(SCn3nnc4ccccc4c3=O)[nH]c2c1,0.86,-8,14,21,2,1,5,-3
COc1ccc(Cl)cc1-c1csc(N)n1,1,0,0,28,-13,0.98,-4,2
CCOc1cc(S(=O)(=O)NCc2ccccc2)c(OCC)cc1-n1cnnn1,1,-6,-3,-4,2,1,-2,0
O=S1(=O)CCN(Cc2csc(-c3cccs3)n2)CC1,0.93,1,7,-7,4,1.2,-6,-19
CC(=O)c1ccc(S(=O)(=O)N(C)CC(=O)NCc2ccco2)cc1,1,-1,0,-11,-4,0.99,-5,1
COc1ccc(CCNC(=O)c2ccc(OCc3c(C)noc3C)cc2)cc1OC,1.1,-2,-8,1,-2,1.1,5,-8
Cc1cc(C)n2nc(C(=O)OCC(=O)N3CC(C)CC(C)C3)nc2n1 (configuration not stated),0.99,-3,1,0,0,1,-1,-4
CN(C)c1ccc(C2NCC(CCl)O2)cc1 (configuration not stated),1,-2,-2,11,1,1,3,-3
Cc1ccc(S(=O)(=O)N2CCN(C(=O)c3cccc(F)c3)CC2)cc1,0.67,0,33,-13,0,1,-3,-2
COc1cc2c(cc1OC)C(COc1ccc([N+](=O)[O-])cc1)N(C(C)=O)CC2 (configuration not stated),0.95,-1,4,-3,-3,0.96,-4,4
CCOC(=O)C1CCN(C2CC(=O)N(c3cccc(Cl)c3)C2=O)CC1 (configuration not stated),0.99,-2,1,-9,-5,1.1,5,-12
COc1ccc([C@@H]2CC=C(C(=O)O)[C@H](c3ccccc3)N2S(=O)(=O)c2ccc(C)cc2)cc1OC,1,-2,-1,-8,-7,0.95,-5,5
CCCCCn1c(CN2CCN(C(=O)c3ccco3)CC2)nc2c1c(=O)n(C)c(=O)n2C,0.88,0,12,0,-8,0.97,-4,3
Cc1ccc(NC(=O)N(Cc2ccco2)C(C)c2ccco2)cc1C (configuration not stated),1.1,-2,-6,11,0,0.94,1,6
O=C(C1CCCN1S(=O)(=O)c1cccc2nsnc12)N1CCN(c2ccccc2)CC1 (configuration not stated),0.96,0,4,2,-9,1.1,4,-12
COC(=O)C(CCSC)NC(=O)C(NC(=O)C1CCC(C)CC1)C(C)C (configuration not stated),1.1,-2,-11,-20,2,0.91,3,9
CCOc1ccc(C(=O)COC(=O)c2cc([N+](=O)[O-])ccc2N2CCOCC2)cc1,0.99,-2,1,5,-10,0.96,0,4
